Bioassay records (PubChem)
Kir21 inh: inhibitors of mouse Kir2.1 inward-rectifier potassium channel; Inward rectifier potassium channel 2 (Mus musculus), P35561; HEK293-Kir2.1, FluxOR thallium flux fluorescence; stronger effect = lower value; B-score at 10 µM; actives 0.85% (n = 310,000);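 active means fluorescence ratio B-score at or below minus 3 SD of library scores, with starting-brightness B-score within 2 SD, cut at about -4.2 in these data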;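 further: channel flux triggered by added potassium and thallium sulfate stimulus; B-score of peak minus minimum fluorescence over baseline after thallium stimulus; more negative B-score means stronger Kir2.1 block with less thallium influx; some compounds called inactive have numbers as strong as hits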
Target sequence (P35561 whole entry, looked up): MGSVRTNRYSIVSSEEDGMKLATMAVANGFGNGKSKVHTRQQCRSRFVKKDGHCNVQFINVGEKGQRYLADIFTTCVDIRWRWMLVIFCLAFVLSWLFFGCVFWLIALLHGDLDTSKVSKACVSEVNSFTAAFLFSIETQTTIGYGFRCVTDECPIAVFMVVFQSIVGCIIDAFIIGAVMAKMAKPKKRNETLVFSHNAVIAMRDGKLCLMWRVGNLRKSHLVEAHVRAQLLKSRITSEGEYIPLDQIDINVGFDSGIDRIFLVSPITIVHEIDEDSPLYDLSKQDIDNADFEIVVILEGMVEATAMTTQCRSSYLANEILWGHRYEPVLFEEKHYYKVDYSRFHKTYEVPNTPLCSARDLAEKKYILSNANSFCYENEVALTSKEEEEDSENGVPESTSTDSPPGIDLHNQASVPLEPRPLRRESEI
CHT inh: inhibitors of human choline transporter CHT; High affinity choline transporter 1 (Homo sapiens), Q9GZV3; CHT-expressing cells, membrane potential dye, choline response; stronger effect = lower value; B-score at 10 µM; actives 0.86% (n = 310,000); AID 488975, 2010;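 active means B-score over 3 SD under the library average, and starting fluorescence ratio not unusually high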;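 further: choline stimulus applied at its EC90 after an EC20 pre-addition; B-score computed on integrated fluorescence ratio after choline addition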
Target sequence (Q9GZV3 whole entry, looked up): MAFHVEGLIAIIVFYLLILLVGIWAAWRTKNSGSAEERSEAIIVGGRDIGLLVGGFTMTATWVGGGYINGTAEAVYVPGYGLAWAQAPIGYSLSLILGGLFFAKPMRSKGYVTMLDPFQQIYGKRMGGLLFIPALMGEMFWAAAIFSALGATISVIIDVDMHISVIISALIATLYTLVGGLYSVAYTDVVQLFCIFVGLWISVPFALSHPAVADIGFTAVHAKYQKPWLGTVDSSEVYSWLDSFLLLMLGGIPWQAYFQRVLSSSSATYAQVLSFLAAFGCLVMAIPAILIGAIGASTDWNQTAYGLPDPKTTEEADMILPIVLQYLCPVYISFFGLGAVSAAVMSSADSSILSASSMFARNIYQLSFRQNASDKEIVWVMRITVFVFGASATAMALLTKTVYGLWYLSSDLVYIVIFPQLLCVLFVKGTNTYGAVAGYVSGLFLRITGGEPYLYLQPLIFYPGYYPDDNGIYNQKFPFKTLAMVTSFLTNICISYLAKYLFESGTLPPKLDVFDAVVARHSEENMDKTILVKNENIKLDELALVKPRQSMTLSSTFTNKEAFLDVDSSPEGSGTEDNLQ
Starred values were filed as active, the others as inactive; i = inactive; / = no result given.

entry | compound | CHT inh | Kir21 inh
1 | O=C(Cc1cccs1)NNC(=O)C12CC3CC(CC(C3)C1)C2 | i | 0.89
2 | CCCCC1=CC2=C(c3ccco3)C(=O)C(C)(OC(=O)c3ccc(OC)cc3)C(=O)C2=CN1C1CCCC1 (stereo not given) | -7.05* | -1.77
3 | CCCCC(=O)Nc1nnc(S(=O)(=O)N(CC)c2ccccc2)s1 | i | -0.54
4 | CCOC(=O)c1cn(C2CC2)c2c(F)c(NCCCN(C)C)c(F)cc2c1=O | i | -0.59
5 | N/C(CC(=O)Nc1ccc(F)c(Cl)c1)=N\OC(=O)c1cccs1 | i | 0.59
6 | Cc1onc(-c2ccccc2Cl)c1C(=O)Nc1cc(=O)n(C)c(=O)n1C | i | 0.28
7 | CN1CCN(C(=O)CCS(=O)(=O)c2cc3c(cc2Cl)NC(=O)CO3)CC1 | i | -1.77
8 | CCOC(=O)/C=C1\NC(C)(C)Cc2cc(OC)c(OC)cc21 | i | -0.77
9 | CCCc1c(C(=O)N/N=C/c2ccccc2C(F)(F)F)nnn1-c1nonc1N | i | -0.83
10 | CC(C)c1nc(Cl)c(C#N)c2c1CSC(C)(C)C2 | i | 0.88
11 | COc1cc(NC(=S)N2CCc3ccccc3C2)cc(OC)c1 | i | 1.66
12 | COc1cc2nc(N(CCCN(C)C)C(=O)c3ccc(S(=O)(=O)N4CCc5ccccc54)cc3)sc2cc1OC | i | -0.06
13 | CC(CCc1ccccc1)NC(=O)c1cncc(Br)c1 (stereo not given) | i | 0.12
14 | CCn1ccnc1CNC(=O)CC1C(=O)NCCN1Cc1ccc(F)cc1Cl (stereo not given) | i | -1.89
15 | CCCSc1cc(NCCOC(C)=O)c([N+](=O)[O-])c2nonc12 | i | 2.85
16 | Cc1cccn2c(=O)c3cc(C(=O)NC4CCCC4)c(=N)n(Cc4ccc(F)cc4)c3nc12 | i | 0.46
17 | Cc1ccnc(N2C(=O)c3cccc4c([N+](=O)[O-])ccc(c34)C2=O)c1 | i | -1.01
18 | Cc1csc(-c2cccnc2)n1 | i | -1.39
19 | O=C(O)c1ccc(CSc2nnc(-c3ccncc3)n2CC2CCCO2)cc1 (stereo not given) | i | -0.76
20 | CN(CCCNC(=O)C1CCC(=O)N1Cc1ccc(F)cc1)c1ccccc1 (stereo not given) | i | -1.81
21 | CCC(=O)Nc1nnc(SCC(=O)c2ccc3c(c2)Cc2ccccc2-3)s1 | i | -0.22
22 | Cc1ccc(C)c(OCCC(=O)OCC(=O)Nc2ccc(C)c(S(=O)(=O)N3CCCCC3)c2)c1 | i | 1.05
23 | c1ccc(-n2nnnc2NCCc2c[nH]c3ccccc23)cc1 | i | 0.19
24 | O=C(CCNS(=O)(=O)c1cccc2nsnc12)NCCc1ccccc1 | i | -0.79
25 | C=CCSc1ncnc2sc(C)c(C)c12 | i | -0.09
26 | Cc1cc(C)cc(-n2nnc(C(=O)NCc3ccc4c(c3)OCO4)c2N)c1 | i | -0.01
27 | CCN(CC)CCCN(Cc1cc2cc3c(cc2[nH]c1=O)OCCO3)C(=O)Nc1ccccc1 | i | -0.86
28 | S=C(Nc1ccc(Br)cc1Cl)NC1CCN(Cc2ccccc2)CC1 | i | -0.65
29 | CCN(CC)CC(=O)N1c2ccccc2Oc2c(c(=O)n(C)c(=O)n2C)C1c1cccc([N+](=O)[O-])c1 (stereo not given) | i | -1.92
30 | Cc1cc(C2(O)C(=O)Nc3ccccc32)ccc1F (stereo not given) | i | -0.05
31 | O=C(CN1CCCCCC1)Nc1ccc(Cl)cn1 | i | 0.01
32 | CC1=NN(c2ccc(Cl)cc2)C(=O)C1C(c1ccccc1O)c1c(C)[nH]n(-c2ccc(Cl)cc2)c1=O (stereo not given) | i | 0.01
33 | COc1ccc(Br)cc1-c1nc2c(c(=O)[nH]c(=O)n2Cc2ccccc2)n1C | i | -0.43
34 | O=C(CN(CCc1ccccc1)C(=O)CNS(=O)(=O)c1ccccc1)NCC1CCCO1 (stereo not given) | i | 1.96
35 | O=C(COc1ccc(-c2nnco2)cc1)N1CCN(S(=O)(=O)c2ccccc2)CC1 | i | 0.54
36 | Cc1ccc(Oc2nc3ccccc3n3c(C)nnc23)cc1 | i | -1.59
37 | c1csc(-c2noc(CN3CCOCC3)n2)c1 | i | -0.93
38 | Cc1ccc(-n2c(=O)[nH]c3cc(C(=O)NC4CCN(Cc5ccccc5)CC4)ccc3c2=O)cc1 | i | 0.03
39 | C/C(=N\NC(=S)NCc1ccccc1)c1ccc(C)o1 | i | -0.03
40 | CCOC(=O)c1c(NC(=O)C2CC(Cl)=CCC2C(=O)O)sc2c1CC(C)(C)OC2 (stereo not given) | i | 1.55
41 | C/C(=N\Nc1ncc(Cl)cc1Cl)c1ccc(OC(F)F)cc1 | i | 0.24
42 | CCOc1cc(N2CCOCC2)c(OCC)cc1NC(=O)Cc1cccc(OC)c1 | i | 0.37
43 | Cc1ccc2nc(Cc3ccc(N)cc3)[nH]c2c1 | i | -0.91
44 | Cc1ccc(S(=O)(=O)N(C)CCCC(=O)N2CCCCC2)cc1 | i | 0.52
45 | Cc1ccc(C(=O)CSc2nnc(CNc3nc(-c4ccccc4)cs3)n2C)cc1 | i | 0.41
46 | Cc1c(C(=O)Cc2ccccc2)n(C)c2ccccc12 | i | 0.07
47 | O=S(=O)(Nc1ccc(N2CCOCC2)cc1)c1ccc(Cl)s1 | i | 0.87
48 | COc1cc(C)ccc1OCc1cc(C(=O)N2CCN(C)C[C@@H]2c2ccccc2)no1 | i | -1.73
49 | COc1ccccc1NC(=O)C(C)N1CCN(C/C=C/c2ccccc2)CC1 (stereo not given) | i | -2
50 | O=C(CN1CCN(c2ccc(F)cc2)CC1)Nc1ccccc1Br | i | -0.21

(continued)
entry | compound | CHT inh | Kir21 inh
51 | NC(=O)[C@@H]1CCCN1Cc1c(C(=O)N2CCN(C3CCCCC3)CC2)nc2ccccn12 | i | -0.47
52 | O=C(O)CC(NC(=O)Cc1ccccc1)c1cc([N+](=O)[O-])ccc1Cl (stereo not given) | i | 2.11
53 | Cc1ccc(-c2nnc(OCc3cccnc3)c3ccccc23)cc1 | i | -1.19
54 | COc1ccc2c(c1)Cc1sc(NC(=O)c3cccs3)nc1-2 | i | 0.74
55 | Cc1nn(C(C)C(=O)NCCN2CCCCCC2)c(=O)c2nn(-c3ccccc3)c(C)c12 (stereo not given) | i | 0.13
56 | NC(=O)c1ccc(-n2nnnc2SCC(=O)Nc2ccccc2-c2ccccc2)cc1 | i | -2.92
57 | CCC(C)NC(=O)CN1C(=O)COc2ccc(S(=O)(=O)N3CCOCC3)cc21 (stereo not given) | i | 0.52
58 | Cc1ccc(S(=O)(=O)c2nnn3c2nc(N2CCCCC2)c2ccccc23)cc1 | i | 1.76
59 | O=C(CN1C(=O)NC2(CCCC2)C1=O)N1CCN(S(=O)(=O)c2ccccc2Br)CC1 | i | 1.35
60 | COc1ccc(N(CC(=O)Nc2cccc(OC)c2)S(=O)(=O)c2c(C)nn(C)c2C)cc1 | i | /
61 | COc1cc(/C=C/C(=O)N2CC(C)OC(C)C2)cc(OC)c1OC (stereo not given) | i | 0.67
62 | Cc1cc(-c2ccccc2)nc2[nH]n(-c3ccccc3)c(=O)c12 | i | 0.16
63 | CC(C)CCOC(=O)C1C2C=CC3(CN(Cc4cccs4)C(=O)C13)O2 (stereo not given) | i | -0.02
64 | COC(C/C=C\[C@@H](O)[C@@H](C)OCc1ccccc1)OC | i | 1.08
65 | Cc1ccc2c(c1)C(c1ccccc1)N(C(=O)c1ccc(Br)o1)CC(=O)N2 (stereo not given) | i | 2.16
66 | CC1=CCC(C(=O)O)(C(=O)N/N=C/c2cccnc2)C(c2ccccc2)C1 (stereo not given) | i | -0.81
67 | CCOC(=O)Cn1c(=O)c2c(nc3n2CCN3Cc2ccccc2)n(C)c1=O | i | -0.52
68 | COc1cc(/C=N/NC(=O)c2ccc(CN(C)S(=O)(=O)c3ccc(C)cc3)cc2)ccc1O | i | -0.87
69 | CC(C)C(NC(=O)c1ccccc1)C(=O)NCCc1ccccc1 (stereo not given) | i | 0.01
70 | O=C(CSCc1c(Cl)cccc1Cl)NN1C(=O)c2ccccc2C1=O | i | 0.88
71 | COc1cc(NC(=O)CSCc2cnn(-c3ccccc3)c2-n2cccc2)cc(OC)c1 | i | -1.5
72 | O=C(O)c1nnn(-c2cc(C(F)(F)F)cc(C(F)(F)F)c2)c1-c1ccccc1 | i | 1.29
73 | COc1ccc(CNC(=O)C2CCN(c3cc(C(=O)Nc4cccc(OC)c4)ccn3)CC2)cc1 | i | 0.54
74 | CC(OC(=O)C1=COCCO1)C(=O)NC(C)c1ccc(Cl)cc1Cl (stereo not given) | i | -0.27
75 | NC(=O)c1ccc(-n2nnnc2SCc2ccccc2)cc1 | i | 0.25
76 | CCSCC1COC(c2cccn2Cc2ccc(C)cc2)=N1 (stereo not given) | i | -0.08
77 | Cc1ccc(NC(=O)CSc2nnc(-c3cccs3)o2)cc1S(=O)(=O)N(C)C | i | 0.52
78 | Cc1cccc(C(=O)NCC(=O)N2CCN(S(=O)(=O)c3ccccc3)CC2)c1 | i | 0.09
79 | O=[N+]([O-])c1cccc(S(=O)(=O)Nc2cccc(-c3ccc(N4CCOCC4)nn3)c2)c1 | i | -0.11
80 | OC(CCN1CCOCC1)c1ccccc1 (stereo not given) | i | -1.57
81 | O=C(Cc1ccc(Cl)cc1)NCC(=O)N1CCCC1 | i | 0.53
82 | COc1ccc(OCCSc2nnc(CCNC(=O)c3ccc(OC)cc3)n2C)cc1 | i | -0.67
83 | O=c1[nH]cc(NCCc2ccccc2)c(=O)[nH]1 | i | -0.09
84 | Cc1cccc(N(CC(O)CN2CCOCC2)S(=O)(=O)c2ccccc2)c1 (stereo not given) | i | 0.26
85 | CCN(CC(=O)Nc1c(F)cccc1F)C(=O)c1cccc(S(=O)(=O)N2CCc3ccccc3C2)c1 | i | 2.07
86 | CC1(C)CC(=O)C2=C(C1)Nc1ccccc1N(C(=O)C1CC1)C2c1ccco1 (stereo not given) | i | -1.15
87 | COc1ccc(C(NC(=O)/C=C\c2ccco2)c2ccc(OC)c(OC)c2)cc1 (stereo not given) | i | 1.86
88 | CCOc1ccccc1NC(=O)c1ccc2nccnc2c1 | i | -0.56
89 | CCN1C(=O)[C@H]2[C@@H](c3ccc(SC4CCCCC4)c(OC)c3)N3CCCC[C@@]3(C(=O)OC)[C@H]2C1=O | i | 0.39
90 | COc1ccc(C(=O)CSc2nc3ccc([N+](=O)[O-])cc3[nH]2)cc1 | i | 0.12
91 | O=C(Cn1nnc(-c2ccc(CN3CCOCC3)cc2)n1)NC1CCCCC1 | i | -0.13
92 | N#CC(c1ccncc1)(c1ncc(C(F)(F)F)cc1Cl)N1CCOCC1 (stereo not given) | i | 0.02
93 | CCCCNC(=O)Nc1nnc(-c2ccccc2)o1 | i | -2.03
94 | O=C(NCCN1CCN(Cc2ccccc2Cl)CC1)Nc1ccccc1 | i | 1.71
95 | Cc1ccc2c(c1)NC(=O)C(CC(=O)NCCCN1CCCC1=O)O2 (stereo not given) | i | -0.5
96 | CCOc1ccc(C(CC(=O)O)NC(=O)c2ccco2)cc1 (stereo not given) | i | -0.18
97 | CC1Cc2ccccc2N1C(=O)CN1C(=O)COc2ccccc21 (stereo not given) | i | -0.62
98 | Cn1cnnc1SCC(=O)NNC(=O)c1ccc(Cl)cc1 | i | 1.76
99 | CCC(C)[C@H](N)c1nnc(SCc2cccc(F)c2)o1 (stereo not given in full) | i | -0.64
100 | Cc1nc2cc(C(=O)OCC(=O)Nc3cccc(Cl)c3)ccc2n1-c1ccccc1 | i | 0.52

Continued:
entry | compound | CHT inh | Kir21 inh
101 | CCCCN(CCCC)CCCNC(=O)Cn1cc2c(n1)-c1c(oc(C(=O)N3CCCC3)c1C)CC2 | i | -0.89
102 | Cc1ccccc1-c1nc2ccccc2c(=O)n1/N=C/c1ccccc1[N+](=O)[O-] | i | -1.53
103 | O=C(CNC(=O)c1ccccc1)NCC(=O)OCc1ccccc1Cl | i | 1.69
104 | CC1CCCC(NC(=O)COC(=O)Cc2c[nH]c3ccccc23)C1C (stereo not given) | i | -0.97
105 | COC(=O)c1cc(C(=O)CC(C)C)c[nH]1 | i | 0.55
106 | CCOCc1nnc(NC(=O)CSCc2ccccc2)s1 | i | -0.83
107 | O=C(COC(=O)CN1C(=O)C2CC=CCC2C1=O)Nc1cc(C(F)(F)F)ccc1N1CCOCC1 (stereo not given) | i | -0.01
108 | CC(C)C(OC(=O)c1ccco1)C(=O)NC1CCCC1 (stereo not given) | i | 0.32
109 | O=C(NCC(c1cccs1)N1CCOCC1)c1ccc(Cl)c([N+](=O)[O-])c1 (stereo not given) | i | 0.37
110 | CCn1c(SCC(=O)NC2CC2)nnc1-c1ccncc1 | i | 0.57

3 entries from above, with each value named.
(107) O=C(COC(=O)CN1C(=O)C2CC=CCC2C1=O)Nc1cc(C(F)(F)F)ccc1N1CCOCC1 (stereo not given)
  CHT inh = i
  Kir21 inh = -0.01

(108) CC(C)C(OC(=O)c1ccco1)C(=O)NC1CCCC1 (stereo not given)
  CHT inh = i
  Kir21 inh = 0.32

(109) O=C(NCC(c1cccs1)N1CCOCC1)c1ccc(Cl)c([N+](=O)[O-])c1 (stereo not given)
  CHT inh = i
  Kir21 inh = 0.37

Returning to the listing, repeating the three entries before the break.
entry | compound | CHT inh | Kir21 inh
108 | CC(C)C(OC(=O)c1ccco1)C(=O)NC1CCCC1 (stereo not given) | i | 0.32
109 | O=C(NCC(c1cccs1)N1CCOCC1)c1ccc(Cl)c([N+](=O)[O-])c1 (stereo not given) | i | 0.37
110 | CCn1c(SCC(=O)NC2CC2)nnc1-c1ccncc1 | i | 0.57
111 | Cc1cccc(NCCNc2cccc(C)c2)c1 | i | -0.48
112 | COc1ccc(/C=N/N=C2\SCC(=O)N2c2c(C)n(C)n(-c3ccccc3)c2=O)cc1OC | i | 3.15
113 | COc1cc(CNCc2ccc(OC)cc2OC)cc(OC)c1 | i | -1.56
114 | Nc1nc(SCC(=O)c2ccc(Oc3ccccc3)cc2)n[nH]1 | i | 1.85
